Source: PubChem
Shiga toxin inh: Shiga toxin inhibition. 290,000 compounds, 9.2% hits. Vero cells, Shiga toxin protein synthesis inhibition reporter. inhibition, % at 38.7 µM; in the data active = inhibition mostly above about 28%, no sharp cut-off; inactive = mostly below about 43%; note: 0% is about no effect
Cycloheximide cs: counter-screen hit for Shiga toxin inhibitors, cycloheximide; AID 2314; 300,000 compounds, 12% hits; max response, %; cell reporter, cycloheximide protein synthesis inhibition counterscreen; in the data active = max response mostly above about 13%, no sharp cut-off; inactive = mostly below about 14%; note: read at 38.3 µM for the half of the compounds with a filed dose; 0% is about no effect
HCMV antiviral: human cytomegalovirus inhibition. HFF cells, HCMV-luciferase reporter, 72 h; stronger effect = lower value. activity change, negative = inhibition, % at 57.5 µM. 410,000 compounds, 4.5% hits; in the data active = activity change below about -60%; inconclusive = no clear call, values can overlap the other calls; inactive = above about -39%; note: % is set by controls: 0 for no effect and ±100 for the full control effect
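Luciferase read-out from HCMV-luciferase-infected HFFs (MOI 1 PFU/cell) 72 h post infection at 37C; compounds added after 16 h cell attachment; activity normalized between buffer-only basal and Salinomycin (10uM) inhibitor controls.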
AmpC no deterg: AmpC beta-lactamase inhibition without detergent; P00811; AmpC nitrocefin hydrolysis, absorbance 480 nm, 0.0001% Triton; Potency, µM (top dose mostly 57.1 µM), for inactives: at the top dose activity change, negative = inhibition, actives largely listed as inhibitors; 330,000 compounds, 0.52% hits; AID 485341;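 note: potency is the fitted concentration of half-maximal effect; plate controls were no compound for no effect and no enzyme for full effect; nearly all actives have a fitted effect of over 20% in size; some results filed as inactive show a strong effect at the top dose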
Target sequence (P00811 whole entry, looked up): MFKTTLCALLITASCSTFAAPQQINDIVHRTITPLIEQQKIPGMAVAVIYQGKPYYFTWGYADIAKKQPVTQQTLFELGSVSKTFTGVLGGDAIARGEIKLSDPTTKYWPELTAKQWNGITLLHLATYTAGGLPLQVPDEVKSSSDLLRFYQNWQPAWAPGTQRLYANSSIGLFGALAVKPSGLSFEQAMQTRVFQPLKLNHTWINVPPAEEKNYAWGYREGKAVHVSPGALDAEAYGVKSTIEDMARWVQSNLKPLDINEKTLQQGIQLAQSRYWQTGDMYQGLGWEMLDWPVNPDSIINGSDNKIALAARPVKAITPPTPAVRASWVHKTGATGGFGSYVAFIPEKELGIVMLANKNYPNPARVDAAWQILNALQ
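AmpC (5.3 nM in the dispensed reagent) in 20 mM phosphate pH 7.0 with 0.01% (detergent screen) or 0.0001% Triton X-100 was preincubated with compounds for 15 min at room temperature. Nitrocefin was then added from an 800 uM solution, and hydrolysis was followed at 480 nm.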
AmpC inh detg: inhibitors of E. coli AmpC beta-lactamase with detergent. P00811. AmpC hydrolysis of nitrocefin, absorbance 480 nm, 0.01% Triton. Potency, µM (top dose mostly 114 µM), for the others: at the highest dose activity change, negative = inhibition, hits mostly inhibitors. 370,000 compounds, 0.041% hits. AID 485294;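 note: potency is the fitted concentration of half-maximal effect; 0% = no-compound wells and -100% = no-enzyme wells; nearly all actives have a fitted effect of over 25% in size; some results filed as inactive show a strong effect at the top dose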
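AmpC (5.3 nM in the dispensed reagent) in 20 mM phosphate pH 7.0 with 0.01% (detergent screen) or 0.0001% Triton X-100 was preincubated with compounds for 15 min at room temperature. Nitrocefin was then added from an 800 uM solution, and hydrolysis was followed at 480 nm.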
AMA1 RON2 block: inhibitors of Plasmodium falciparum AMA1-RON2 interaction; AlphaScreen AMA1-biotinylated RON2 peptide binding; Potency, µM (doses to about 58.2 µM), without a hit: top-dose activity change, negative = inhibition, most hits filed as inhibitors; 360,000 compounds, 0.2% hits; AID 720542;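 note: potency is the fitted concentration of half-maximal effect; 0% = vehicle wells and -100% = peptide control; nearly all actives have a fitted effect of over 45% in size; some results filed as inactive show a strong effect at the top dose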
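AMA1 (3D7) with his tag at 25 nM final met compounds first, then biotinylated RON2 peptide at 25 nM; detection used donor plus acceptor beads, 10 µg/mL apiece, read by AlphaScreen after 30 min at room temperature.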
FBPA Giardia inh: inhibitors of Giardia lamblia fructose-1,6-bisphosphate aldolase | purified Giardia FBPA | Potency, µM (titrated, usually from 59.6 µM), for the others: at the highest dose activity, negative = inhibition, most hits filed as inhibitors | 290,000 compounds, 0.71% hits; note: potency is the fitted concentration of half-maximal effect; % is set by controls: 0 for no effect and ±100 for the full control effect; nearly all actives have a fitted effect of over 55% in size
Target sequence (A8B2U2 whole entry, looked up): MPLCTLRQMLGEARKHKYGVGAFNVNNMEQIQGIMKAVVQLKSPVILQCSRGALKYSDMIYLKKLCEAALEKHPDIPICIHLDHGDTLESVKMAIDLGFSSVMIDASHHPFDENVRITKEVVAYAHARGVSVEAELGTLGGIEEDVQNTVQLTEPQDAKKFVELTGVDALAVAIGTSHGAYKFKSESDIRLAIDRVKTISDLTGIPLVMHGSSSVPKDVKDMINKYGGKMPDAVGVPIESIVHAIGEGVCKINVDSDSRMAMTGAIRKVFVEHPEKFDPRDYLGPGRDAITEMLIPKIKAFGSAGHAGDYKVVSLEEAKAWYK
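40 nM FBPA preincubated 10 min at RT with compound (up to 57.5 uM final), then substrate plus GAPDH/TPI/NAD/arsenate coupling and diaphorase/resazurin added. Fluorescence read after 20 min at RT, 525/598 nm.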
Starred values were filed as active, the others as inactive; u = inconclusive; x = not tested or not shown; [ ] = another dose, or the depositor's remark. Unless noted, calls come from the whole dose curve; as a rule, active = well fitted curve in the direction sought with a large enough effect; inconclusive = small, poorly fitted or top-dose-only effect, or another doubt; inactive = no such curve, though single readings can be large; an effect the other way counts as inactive or inconclusive.

compound | Shiga toxin inh | Cycloheximide cs | HCMV antiviral | AmpC no deterg | AmpC inh detg | AMA1 RON2 block | FBPA Giardia inh
O=C(CCSc1ccccc1)NC1CCCCCC1 | 98.0* | 33.1* | u | -8.7% | -3.1% | 18.0% | 1.3%
COC(=O)C1CCN(C(=O)/C(C)=C\c2ccccc2)CC1 | -5.0 | 0.9 | 43.5 | 5.6% | -3.9% | 14.6% | -4.5%
O=C(COc1ccc(Cl)cc1[N+](=O)[O-])NC1CCCCC1 | 71.2* | 23.8* | -12.9 | 0.0%[2.29 µM] | u | -7.5% | 1.3%
COc1ccc(C2Nc3ccccc3C(=O)N2NS(C)(=O)=O)c(OC)c1 (stereo not given) | -1.7 | -2.3 | 2.4 | -9.8% | -1.5% | 4.2% | -0.6%
C[C@@H]1C[C@@H]([C@H](O)CC2CC(=O)NC(=O)C2)C(=O)[C@@H](C)C1 | x | x | -76.1* | -4.7% | 2.7% | 6.6% | 6.2%
Cn1c(O)c(C=Nc2ccccc2)c(=O)n(C)c1=O | 12.6 | 6.9 | u | -3.4% | 1.9% | -12.7% | 2.7%
O=C(CSc1ncccn1)NCc1cccs1 | 41.9 | 15.9 | 102.8 | -12.5% | 6.2% | -4.3% | 0.3%
COCCCn1c(=O)c2ccccc2n(CC(=O)NC2CCCCC2)c1=O | 5.4 | -8.6 | 10.7 | 2.3% | -0.1% | -1.5% | -8.3%
COc1cccc(CN2CCNC(=O)C2CC(=O)NC2CCCCCCC2)c1 (stereo not given) | -9.7 | 9.1 | 15.6 | 74.3%[activator] | -1.2% | 11.7% | x
CC(=O)/C(=C\N(C)C)Sc1ccc(C)cc1 | -11.7 | -3.0 | 4.8 | -18.4% | 1.8% | 4.4% | 9.3%
OCC[C@H]1C[C@H](O)[C@@H](O)[C@]2(CCc3ccccc3O2)O1 | x | x | 33.1 | -23.3% | -4.1% | 5.2% | x
O=C(NCc1ccccc1)c1cc[n+]([O-])cc1 | 2.5 | 1.1 | -19.2 | -1.8% | -4.4% | 14.6% | -0.1%
COCCNc1ncnc2c1cnn2Cc1ccc(Cl)cc1 | 0.4 | 2.2 | -39.5 | 15.3% | -8.1% | 5.5% | -1.2%
N=c1c(C(=O)NC2CCCCC2)cc2c(=O)n3ccccc3nc2n1Cc1cccnc1 | -5.0 | -2.8 | 5.2 | 1.6% | -18.7% | 15.2% | 2.4%
CCOC(=O)[C@@H]1[C@H]2COc3cc(OC)ccc3[C@@H]2N2C(=O)N(c3ccc(OC)cc3)C(=O)[C@]12C | -8.3 | -1.3 | -15.3 | 91.9%[activator] | -9.0% | -10.8% | -5.2%
O=C(NCc1ccncc1)C(=O)NCC1OCCN1S(=O)(=O)c1ccc(Br)cc1 (stereo not given) | -17.0 | -5.8 | u | 33.4% | 0.6% | -16.4% | x
Cc1cc(C(=O)N/N=C/c2ccc(C)o2)c2ccccc2n1 | 45.3 | -1.9 | -63.0* | -14.0% | -2.1% | 38.4%[activator] | -4.8%
NC(=O)C1CCN(C(=O)C23CC4CC(CC(C4)C2)C3)CC1 | -5.4 | -0.6 | -9.6 | -5.0% | u | -8.4% | 3.4%
O=C(CSCc1cc(=O)[nH][nH]1)Nc1ccc(F)cc1 | -4.1 | 1.4 | -6.6 | -48.2% | u | 26.9% | -5.7%
COC(=O)n1c(=O)oc2cc(S(=O)(=O)N3CCOCC3)ccc21 | -7.6 | -2.7 | 27.1 | -1.3% | -14.4% | -11.8% | -0.8%
CC(=O)c1cccc(N(C(=O)c2ccco2)C(C(=O)NC2CCCC2)c2cccs2)c1 (stereo not given) | -9.6 | 6.3 | -8.0 | -4.1% | 3.2% | -4.7% | 6.6%
O=[N+]([O-])c1ccc(S(=O)(=O)CC(CN2CCCCC2)N2CCCCC2)cc1 (stereo not given) | 24.4 | 13.5 | -24.5 | -3.9% | 1.0% | -1.4% | 1.4%
COCCn1c(SCCCc2ccccc2)nc2c1c(=O)[nH]c(=O)n2C | -8.6 | -4.1 | 47.5 | 36.5% | u | -1.5% | 4.7%
CCOC(=O)C(C)Oc1ccc2c(C)cc(=O)oc2c1C(C)=O (stereo not given) | -12.0 | -2.0 | 6.7 | -3.0% | 2.6% | 2.1% | 4.7%
O=C(COC(=O)/C=C/c1cccs1)Nc1cccc(S(=O)(=O)N2CCOCC2)c1 | -1.9 | -3.7 | -13.0 | -22.9% | 1.5% | 5.4% | 4.4%
CCc1nnc(NC(=O)c2ccc(S(=O)(=O)NC3CCCCC3)cc2)s1 | 45.3 | -1.4 | -12.4 | -10.0% | -0.8% | 10.1% | 1.7%
COc1ccc(CN2CC(COCc3ccccc3)Oc3ccccc3S2(=O)=O)cc1 (stereo not given) | x | x | 1.4 | u | x | -0.2% | x
CCc1cc2c(cc(C(=O)O)n2C)s1 | 25.5 | 6.4 | -14.5 | -32.3% | -1.8% | -3.2% | 3.4%
O=C(Nc1ncc2c(n1)-c1ccccc1OC2)c1ccc(Cl)cc1Cl | -12.4 | -2.8 | -39.7 | -21.2% | 0.1% | -1.7% | 2.3%
CC(C)n1c(SCC(=O)Nc2ccc3c(c2)OCO3)nc2c1c(=O)n(C)c(=O)n2C | -5.7 | -4.1 | -36.3 | -7.0% | -12.3% | -1.5% | 2.0%

4 records picked at random from those above, as already listed:
compound | Shiga toxin inh | Cycloheximide cs | HCMV antiviral | AmpC no deterg | AmpC inh detg | AMA1 RON2 block | FBPA Giardia inh
COc1ccc(CN2CC(COCc3ccccc3)Oc3ccccc3S2(=O)=O)cc1 (stereo not given) | x | x | 1.4 | u | x | -0.2% | x
COCCn1c(SCCCc2ccccc2)nc2c1c(=O)[nH]c(=O)n2C | -8.6 | -4.1 | 47.5 | 36.5% | u | -1.5% | 4.7%
CC(C)n1c(SCC(=O)Nc2ccc3c(c2)OCO3)nc2c1c(=O)n(C)c(=O)n2C | -5.7 | -4.1 | -36.3 | -7.0% | -12.3% | -1.5% | 2.0%
CCc1nnc(NC(=O)c2ccc(S(=O)(=O)NC3CCCCC3)cc2)s1 | 45.3 | -1.4 | -12.4 | -10.0% | -0.8% | 10.1% | 1.7%

Returning to the listing; the 5 compounds before the break are reprinted first.
compound | Shiga toxin inh | Cycloheximide cs | HCMV antiviral | AmpC no deterg | AmpC inh detg | AMA1 RON2 block | FBPA Giardia inh
CCc1nnc(NC(=O)c2ccc(S(=O)(=O)NC3CCCCC3)cc2)s1 | 45.3 | -1.4 | -12.4 | -10.0% | -0.8% | 10.1% | 1.7%
COc1ccc(CN2CC(COCc3ccccc3)Oc3ccccc3S2(=O)=O)cc1 (stereo not given) | x | x | 1.4 | u | x | -0.2% | x
CCc1cc2c(cc(C(=O)O)n2C)s1 | 25.5 | 6.4 | -14.5 | -32.3% | -1.8% | -3.2% | 3.4%
O=C(Nc1ncc2c(n1)-c1ccccc1OC2)c1ccc(Cl)cc1Cl | -12.4 | -2.8 | -39.7 | -21.2% | 0.1% | -1.7% | 2.3%
CC(C)n1c(SCC(=O)Nc2ccc3c(c2)OCO3)nc2c1c(=O)n(C)c(=O)n2C | -5.7 | -4.1 | -36.3 | -7.0% | -12.3% | -1.5% | 2.0%
CCOC(=O)CSc1nnc(-c2ccc(OC)cc2OC)o1 | 1.6 | 1.7 | -20.0 | -12.8% | -2.1% | -3.5% | 2.7%
Cc1nc(C#N)c(N/N=C/c2c(F)cccc2Cl)o1 | 35.0 | 28.1* | 29.5 | -27.6% | 0.4% | 108.1%[activator] | -8.2%
C[C@H](CO)N1C[C@H](C)[C@@H](CN(C)Cc2ccncc2)Oc2c(NC(=O)CCCCCC(=O)Nc3ccccc3N)cccc2C1=O | x | x | 0.3 | 194.7%[activator] | x | 5.0% | x
COCCNC(=O)Cn1cc(/C=N/NC(=O)c2ccc(Oc3ccc(O)cc3)cc2)c2ccccc21 | 21.0 | -0.7 | -19.4 | -1.7% | 1.3% | -28.1% | -2.5%
CCCc1ncc(C(=O)c2ccc(OC)cc2)n1C | 41.6* | 17.4 | -12.4 | -8.2% | u | -2.0% | -2.8%
COc1ccc(C(=O)NCC(=O)n2nc(C)cc2C)cc1OC | -3.3 | -5.7 | -7.0 | -22.2% | u | 4.2% | -0.3%
Cc1nc2ccc(NS(=O)(=O)c3c(F)cc(F)cc3Br)cc2s1 | x | x | u | -11.7% | -4.9% | 12.3% | x
C=CCn1c(CC(=O)Nc2ccc(C)cc2C)nnc1SCC(=O)N1CCOCC1 | 8.0 | 0.8 | 2.5 | 20.4% | -1.9% | -11.8% | x
CCCc1nc(SCC(=O)c2ccc(OC)cc2)c2c(=O)n(C)c(=O)n(C)c2n1 | -4.9 | -0.9 | x | -2.8% | -11.3% | x | 3.5%
O=C(NC(=S)NC1CCSC1=O)c1cccs1 (stereo not given) | 7.9 | 7.1 | -38.0 | -24.0% | u | -2.0%[11.6 µM] | -21.1%
COC(C(=O)Nc1ccc(S(=O)(=O)Nc2ccc(C)c(C)c2)cc1)c1ccccc1 (stereo not given) | -18.1 | -1.2 | -97.3* | -5.6% | 1.7% | 5.1% | -0.7%
CC1CCN(C(=O)CN(c2cccc(F)c2)S(C)(=O)=O)CC1 | 25.5 | -1.0 | -28.0 | -19.5% | 11.6% | -13.1% | 4.3%
NC(=O)C1(N2CCCCC2)CCN(Cc2ccc(Br)cc2)CC1 | 13.4 | 25.9* | u | -10.6% | -5.5% | 2.3% | -1.3%
NC1=NC2=C(CCCC2)C2(CCCCC2)S1 | -8.9 | -6.4 | -23.5 | -46.8% | 4.6% | 2.0% | 1.0%
CCOC(=O)CN(C(=O)COC(=O)C1=NNC(=O)CC1)c1ccc(F)cc1 | x | x | 27.8 | 85.7%[activator] | x | 10.4% | x
CC1CCCCC1NC(=O)CSc1nnc(-c2ccco2)n1C (stereo not given) | x | x | 21.3 | -12.4% | 6.3% | 6.7% | x
O=c1cc(CS(=O)(=O)c2ccccc2)nc(-c2ccncc2)[nH]1 | -5.5 | -2.5 | -26.2 | -15.5% | u | -4.5% | -0.5%
Cc1ccc(CNC(=O)c2cc3c(=O)n(C)c4ccccc4c3n2C)o1 | -12.9 | -7.0 | -21.2 | -6.4% | u | -8.1% | -3.5%
CSc1ccccc1OCc1cc(C(=O)N(C)Cc2ccncn2)no1 | 104.9* | 49.1* | 52.1 | 1.4% | 6.2% | -0.7% | x
CCN(CC)CCCNC(=O)CSc1nc(-c2cccs2)cc(C(F)(F)F)n1 | -8.8 | -2.4 | u | 33.6% | -1.7% | 5.6% | 2.4%
Cc1ccc(C)c(/C=C2\N=C(c3ccccc3F)OC2=O)c1 | -9.7 | -2.2 | -8.5 | -24.5% | 1.2% | -4.8% | 14.8%
CCn1c(SCC(=O)Nc2ccc3c(c2)OCCO3)nnc1-c1cccnc1 | -11.8 | -0.7 | 13.5 | -5.1% | -13.3% | -3.3% | -4.7%
CNC(=O)CSc1nnnn1CCCOC | -5.2 | -4.1 | -22.2 | -10.0% | -3.0% | -6.6% | 6.1%
COc1ccc(Br)cc1CN(C)C(C)C(=O)Nc1cccc(C(C)=O)c1 (stereo not given) | -4.2 | 10.2 | -4.7 | 58.4% | 5.7% | 5.4% | 6.4%
